PPC-1+TRAIL kill: compounds killing PPC-1 cancer cells with TRAIL present (potentiator screen, no TRAIL-free arm) | AID 1443 | 220,000 compounds, 0.41% hits | cell killing (% activity), % at 4 µM | PPC-1 cells + TRAIL, ATPLite viability luminescence;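 active = cell killing above 50% in the first pass at 4 µM, then a duplicate retest at 5 µM averaging 50% or more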;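 note: plate controls were cells with TRAIL plus DMSO for no effect and medium-only wells lacking cells for full effect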
CHOP inh: blocks CHOP induction under ER stress | 220,000 compounds, 3.8% hits | inhibition, % at 10 µM | CHO-K1 CHOP-promoter luciferase, tunicamycin-induced, 15-18 h;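 active = compounds that reduced the stress-induced luciferase reporter signal by more than about 70% of percent inhibition, limit read from the data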;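 note: 0% = tunicamycin plus vehicle and 100% = wells without tunicamycin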
FXIa inh 1536: inhibitors of human coagulation factor XIa; P03951; purified FXIa, Boc-Glu-Ala-Arg-AMC fluorogenic substrate; inhibition, % at 5 µM; 220,000 compounds, 0.14% hits;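 active = inhibition of at least 40%; inactive = inhibition below 40%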;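 note: fluorescence of freed AMC excited at 355 nm; 0% = enzyme without compound and 100% = no enzyme blank; many of its hits are not listed in these tables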
Tb hexokinase: T. brucei hexokinase 1 inhibition; recombinant TbHK1, G6PDH-coupled NADH A340; inhibition, % at 10 µM; 220,000 compounds, 0.11% hits;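 active = inhibition of 50% or more in the single-dose primary screen; inactive = inhibition below 50%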
Wee1 stabilizer: inhibitors of human Wee1 degradation | P30291 | HeLa Luc-Wee1K328M stability, luciferase luminescence; 100% = proteasome inhibitor MG132 effect | reporter increase, % at 5 µM | 220,000 compounds, 1.2% hits | AID 1321;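 active = activation above the mean of all tested compounds plus 3 SD, set per screening run, cut at about 8.8% in these data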;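 note: cells exposed to compound for 20 h before luminescence read; 0% = DMSO alone and 100% = MG132 at 30 µM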
L929 necroptosis: L929 zVAD cell death inhibition; L929 zVAD necroptosis rescue, ATP luminescence, 24 h; with zVAD 60 µM; viability rescue, % at 10 µM; 220,000 compounds, 0.38% hits;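 active = activation, scaled between plate controls, above about 75%, limit read from the data; inactive = activation under that limit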;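 note: 0% = zVAD with DMSO and 100% = DMSO alone without zVAD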
TNF necrop inh: TNF-alpha cell death inhibition in Jurkat FADD-/- cells; Jurkat FADD-/- TNF necroptosis rescue, ATP luminescence, 24 h; 0 = TNF only, 100 = no-TNF cells; activation (protection from cell death), % at 10 µM; 220,000 compounds, 0.068% hits;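 active = activation, meaning protection from cell death, of at least 50% relative to plate controls; inactive = activation below 50%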;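 note: necroptosis triggered by 40 ng/mL TNF-alpha added together with compound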
EP2 antag: EP2 receptor (human) inhibition; C6 glioma cells expressing human EP2, cAMP TR-FRET; cells stimulated with saturating PGE2; inhibition, % at 25 µM; 260,000 compounds, 0.52% hits; AID 1422;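 active = percent inhibition above 40 after rounding to a whole number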;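 note: rat C6 glioma host cells with rolipram phosphodiesterase inhibitor present; the protocol text gives 20 µM as final concentration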
Target sequence (P43116 whole entry, looked up): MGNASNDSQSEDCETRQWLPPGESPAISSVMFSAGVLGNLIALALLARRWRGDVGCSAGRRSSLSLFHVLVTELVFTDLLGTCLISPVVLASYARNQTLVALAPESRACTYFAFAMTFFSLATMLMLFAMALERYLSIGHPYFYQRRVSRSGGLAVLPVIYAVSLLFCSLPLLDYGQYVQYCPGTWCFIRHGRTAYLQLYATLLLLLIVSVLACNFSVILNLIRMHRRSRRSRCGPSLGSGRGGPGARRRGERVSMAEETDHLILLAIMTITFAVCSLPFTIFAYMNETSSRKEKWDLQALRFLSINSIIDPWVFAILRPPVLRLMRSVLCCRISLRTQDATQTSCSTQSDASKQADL
FXIIa inh 1536: factor XIIa (human) inhibition. P00748. purified FXIIa, Boc-QGR-AMC fluorogenic substrate, 2 h. inhibition, % at 5 µM. 220,000 compounds, 0.3% hits. AID 800; in the data active = inhibition above about 40%;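 note: 0% = enzyme with no compound and 100% = blank without enzyme; many of its hits are not listed in these tables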
Target sequence (P00748 20-372 limits assumed): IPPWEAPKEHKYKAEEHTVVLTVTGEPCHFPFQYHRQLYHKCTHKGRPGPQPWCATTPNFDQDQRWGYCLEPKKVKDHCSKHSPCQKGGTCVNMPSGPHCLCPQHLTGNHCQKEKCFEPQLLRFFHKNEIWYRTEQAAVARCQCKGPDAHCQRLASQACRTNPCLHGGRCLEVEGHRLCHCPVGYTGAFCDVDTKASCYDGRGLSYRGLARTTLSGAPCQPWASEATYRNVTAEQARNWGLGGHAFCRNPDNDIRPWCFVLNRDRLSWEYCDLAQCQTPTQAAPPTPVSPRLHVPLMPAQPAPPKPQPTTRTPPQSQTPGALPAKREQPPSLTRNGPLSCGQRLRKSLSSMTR
Target sequence (P00748 373-615 limits assumed): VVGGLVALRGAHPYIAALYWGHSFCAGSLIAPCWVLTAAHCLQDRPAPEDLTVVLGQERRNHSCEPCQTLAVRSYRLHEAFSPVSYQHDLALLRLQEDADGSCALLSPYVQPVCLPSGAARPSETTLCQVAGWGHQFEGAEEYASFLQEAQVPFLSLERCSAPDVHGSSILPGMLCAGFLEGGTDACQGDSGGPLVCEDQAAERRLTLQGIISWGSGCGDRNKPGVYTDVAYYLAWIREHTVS
The depositor's hits bear a star; . = not tested or not shown; & = joins results of further samples. Some of the compounds tested; the hit share may differ from the screen's.

SMILES | PPC-1+TRAIL kill | CHOP inh | FXIa inh 1536 | Tb hexokinase | Wee1 stabilizer | L929 necroptosis | TNF necrop inh | EP2 antag | FXIIa inh 1536
C=CCNC(=O)c1ccccc1NC(=O)c1ccccc1 | 18 | 28 | 5 | -1 | 4 | 0.6 | -0.1 | -1 | 13
Cc1cc(C(=O)Nc2nnc(-c3ccccc3)s2)no1 | 10 | -21 | 2 | -11 | 0 | 2.5 | 0.8 | 19 | 12
CC(C)OC(=O)c1cc2ccccc2oc1=O | 2 | 30 | 5 | -13 | 0 | -0.1 | 0.5 | 11 | 8
Cc1cc(Oc2ccc(OCC(N)=O)nn2)nc(Cl)n1 | 7 | 15 | -3 | -4 | 5 | 1.7 | 0.1 | -3 | 5
N=c1c2c(-c3ccccc3)c(-c3ccccc3)n(Cc3ccco3)c2ncn1CCO | 29 | -19 | 2 | 10 | -1 | 2.9 | -6.3 | 16 | 12
COc1ccc(C2C3=C(CC(C)(C)CC3=O)Nc3nc(C)nn32)cc1OC (stereo not given) | -23 | -4 | 2 | -22 | 5 | -0.1 | -0.7 | 10 | 8
CC(C)c1ccc(C2NC(=S)NC3=C2C(=O)CCC3)cc1 (stereo not given) | 4 | -4 | 3 | -9 | -3 | . | 1.8 | 7 | 10
Cc1cc2ccccc2n1CCNC(=O)C1CCCC1 | 6 | 26 | 2 | 5 | 2 | 0.3 | 0.8 | . | 7
CCOC(=O)N1CCC(=NNC(=O)COc2ccc(OC)cc2)CC1 | 19 | 13 | -2 | -4 | 2 | 0.0 | 1.3 | 4 | 2
COC(=O)c1ccccc1NC(=O)CNC(=O)c1ccc(OC)c(OC)c1 | 4 | 13 | -5 | -3 | 3 | 1.2 | 1.6 | 4 | -7
Cn1c(=O)oc2cc(S(=O)(=O)N3CCCC(C(=O)NCCN4CCOCC4)C3)ccc21 (stereo not given) | 17 | 13 | 1 | 0 | -2 | 0.3 | 0.3 | 10 | 8
CC(=O)Nc1ccc(Br)c(Cl)c1 | 18 | 11 | 5 | -5 | -1 | 1.4 | 1.1 | 0 | 6
COc1ccc(CCNC(=O)c2cnn3cccnc23)cc1OC | 6 | 6 | -5 | -1 | 3 | -0.8 | -2.6 | 7 | 7
CC1CCCC(C)N1/N=C/c1ccccc1OC(F)F (stereo not given) | 21 | 31 | -4 | -2 | -2 | 2.1 | -0.3 | 10 | 8
Nn1c(SCC(=O)N2CCCc3ccccc32)nncc1=O | -14 | -6 | -2 | -1 | -2 | -1.0 | 1.7 | 6 | 2
CCCCCn1c(=O)[nH]c2cc(C(=O)NCCc3ccc(OC)c(OC)c3)ccc2c1=O | 17 | 63 | 13 | -24 | -2 | 0.8 | 0.1 | 4 | 20
CN(c1ccccc1)S(=O)(=O)c1ccc(Cl)c(C(=O)OCC(=O)NCc2ccco2)c1 | 7 | 30 | 5 | -2 | 1 | -0.6 | 3.1 | 7 | 9
CCOc1cc(/C=N/NC(=O)c2cccc([N+](=O)[O-])c2)ccc1OS(=O)(=O)c1ccccc1 | 6 | 25 | 9 | -9 | -2 | 0.5 | -9.1 | 5 | 17
CCOC(=O)n1ccc(C(=O)Nc2ccccc2F)n1 | -7 | -49 | 6 | 0 | 0 | 0.4 | -1.2 | 3 | 20
Cc1ccc(C(=O)O/N=C2\CCSc3ccc(C)cc32)cc1 | 8 | 53 | -14 | 1 | -1 | 0.1 | -2.2 | 5 | 15
Cc1ccc(-c2csc(/C(C#N)=C/Nc3ccccc3SC(F)(F)F)n2)cc1 | 29 | 40 | 17 | -5 | -2 | 1.6 | 3.2 | 12 | 26
O=C(COC(=O)c1c2c(nc3ccccc13)CCCC2)c1ccc(Br)s1 | 25 | -4 | -1 | 28 | 0 | 0.9 | 1.2 | 6 | 7
CC1(C)Cc2c(sc3[nH]c(=S)n(Cc4ccco4)c(=O)c23)CO1 | 27 | -4 | -3 | -24 | 2 | 0.1 | -3.5 | 40* | -8
N#Cc1c(NC(=O)CN2C(=O)c3ccccc3C2=O)oc(-c2ccccc2)c1-c1ccccc1 | . | . | . | -9 | -2 | 0.9 | -0.8 | 3 | .
CCN(Cc1ccncc1)C(=O)c1ccccc1NS(=O)(=O)c1ccc(Br)cc1 | 20 | -4 | 3 | -8 | 3 | -0.8 | -0.1 | 11 | 10
CCOP1(=O)C=C(C(C)(C)C)OC1c1ccc(F)cc1 (stereo not given) | 2 | -4 | 2 | -1 | 2 | 0.8 | -1.4 | 2 | 4
O=C(/C=C/c1ccncc1)c1ccc(NC(=O)c2ccccc2F)cc1 | 19 | 106* | -2 | -13 | 0 | 15 | -2.8 | 27 | 3
CC(=O)c1ccc(-c2nc3c4ccccc4ccn3c2C(C)=O)o1 | 0 | 5 | -5 | -7 | -1 | 6.1 | 1.3 | . | 3
CCN(CC)C(=O)Cn1nc(-c2ccccc2O)nc1SCC(=O)Nc1ccc(OC)cc1 | 38 | 16 | 0 | 7 | 0 | -0.5 | -0.2 | 8 | -3
CC(=O)c1cccc(Nc2nc(=O)c3cccnc3s2)c1 | 7 | 0 | 3 | -12 | 1 | -1.0 | 0.5 | 15 | 16
CC(C)Cc1nc(C#N)c(N2CCC(C(N)=O)CC2)o1 | 27 | -5 | 6 | -2 | -2 | -0.3 | 0.0 | 10 | 14
CS(=O)(=O)N(CCc1ccccc1)CC(=O)NCc1ccccn1 | 5 | 34 | 1 | 2 | 1 | 0.5 | -0.8 | -5 | 10
Cc1cc(C(C)c2ccccc2)c(O)c(CN2CCOCC2)c1C (stereo not given) | 21 | -8 | -2 | 0 | -1 | -0.2 | -0.3 | 11 | 5
Cc1ccc(C(=O)Nc2ccc(Oc3cccc(C(F)(F)F)c3)nc2)cc1 | -4 | 30 | 2 | -3 | -4 | 3.4 | -3.7 | 5 | 6
Cc1c(NC(=O)C2CCCN2S(=O)(=O)c2cccc3nsnc23)cccc1C(=O)O (stereo not given) | -6 | 39 | 2 | -11 | -2 | -0.5 | -0.3 | 10 | 11
Cc1ccc(C)c(-c2csc(N)c2C(=O)OC(C)C)c1 | -11 | 80* | 0 | 8 | -1 | 0.4 | -1.2 | 16 | 10
COc1ccc(/C=C/C(=O)OCC(=O)Nc2cc(C(N)=O)cc(C(N)=O)c2)cc1 | 16 | -9 | 1 | -7 | -2 | 2.5 | -1.0 | 7 | 1
C/C(N)=C(/C#N)C(=O)CSc1nnnn1-c1ccc(C)cc1 | -14 | 45 | -8 | -1 | 3 | -0.5 | -1.3 | -1 | 1
O=C(c1cc(COc2ccc(F)cc2Cl)on1)N1CCc2ccccc2C1 | 17 | 24 | -4 | -8 | 5 | 0.2 | 0.6 | 7 | 12
COc1ccc(-c2nnc(SCC(=O)NCCc3ccc(S(N)(=O)=O)cc3)o2)cc1OC | -2 | 0 | -6 | -3 | 1 | 0.5 | 0.9 | 11 | 3
N#CCCn1cc(C(=O)O)c(-c2cc3ccccc3o2)n1 | 30 | -13 | 1 | 6 | -3 | 0.8 | 3.3 | 7 | 7
CC1CCC2C(=O)N(c3ccc(S(=O)(=O)c4ccccc4)cc3)C(=O)C2C1 (stereo not given) | 27 | 23 | 2 | -3 | 2 | 1.4 | 1.3 | 6 | 17
CC(NCC(O)COCCC12CC3CC(CC(C3)C1)C2)c1ccccc1 (stereo not given) | 34 | 58 | -6 | 16 | 2 | 6.5 | -15 | 10 | 0
COc1ccc(-c2cc(C(F)(F)F)nc(SCC(N)=O)n2)cc1 | 19 | 19 | 0 | -25 | -2 | -0.2 | -2.9 | 18 | 10
CC(C)(C)c1nc(SCC(=O)Nc2nc3c(s2)CCCC3)c2ccccc2n1 | 17 | 54 | 7 | 4 | -1 | 1.0 | -12 | 14&6 | 5
N#Cc1ccc(NC(=O)COC(=O)C2Cc3ccccc3CN2C(=O)c2ccccc2)cc1 (stereo not given) | -10 | 47 | 8 | 13 | 0 | 0.8 | 2.5 | 11 | 12
CC(C)(C)NC1=CC(=O)OC12CCCCC2 | -5 | 26 | -10 | 21 | -1 | 0.5 | 1.0 | 2 | 0
Cc1ccccc1NC(=O)c1ccccc1NC(=O)CCC(=O)O | 17 | 13 | 5 | 4 | 1 | 0.5 | 1.0 | 6 | 6
O=C(Cc1c(C(=O)O)[nH]c2ccccc12)NCCN1CCN(c2cccc(Cl)c2)CC1 | -4 | -11 | -2 | 0 | 7 | 0.8 | 1.7 | 4 | 15
Cc1nc2ccccc2nc1OCc1ccccc1 | -11 | -10 | 11 | -4 | -1 | 0.6 | 1.4 | 11 | 11
O=c1cc(CN2CCN(S(=O)(=O)/C=C/c3ccccc3)CC2)c2ccc(O)cc2o1 | 3 | 23 | 8 | 5 | -1 | 0.6 | 0.6 | 8 | 8
CC(C)Cc1nc(N2CCC(C(N)=O)CC2)c2nnn(Cc3ccccc3)c2n1 | 19 | 26 | -5 | 4 | 0 | -0.4 | -0.8 | 5 | 5
Cc1ccccc1-c1nc(CN(C)C(C)c2ccon2)c(C)o1 (stereo not given) | 12 | 1 | -6 | 2 | 0 | 0.0 | -1.6 | 10 | -1
Cc1cccc(N2CCN(C(=O)C(NS(=O)(=O)c3cccs3)c3ccccc3)CC2)c1C (stereo not given) | 8 | 21 | 0 | -2 | 0 | -0.6 | -3.1 | 8 | 28
CCOc1cc(/C=C2\SC(=S)N(NC(=O)c3cccnc3)C2=O)ccc1O | 11 | 6 | -2 | 3 | -2 | -1.4 | -0.8 | 10 | 5
COc1ccc(C(=O)NCC(=O)O)cc1 | 10 | -21 | -5 | 4 | 1 | 0.5 | -0.2 | 2 | 10
Cc1cc(OCCCn2ccnc2)cc(C(C)C)c1 | 16 | 11 | -5 | 0 | 7 | 0.3 | 0.1 | 5 | 17
CCOc1ccc(Br)cc1S(=O)(=O)Nc1ccc(C(=O)Nc2ccccc2OC)cc1 | 20 | 19 | 2 | -5 | 2 | 0.9 | 2.7 | 11 | 9
C/C(Cn1nnc([N+](=O)[O-])n1)=N\NC(=O)c1ccc(Cl)c(Cl)c1 | -6 | 41 | -38 | 2 | -3 | 0.3 | -5.0 | 1 | 11
CCOc1ccc(C(C)NC(=O)C2CCC2)cc1 (stereo not given) | 22 | -6 | 24 | 0 | 0 | 0.2 | 2.6 | 2 | 22

Records listed above marked active in CHOP inh:
SMILES,CHOP inh,FXIa inh 1536,Tb hexokinase,Wee1 stabilizer,FXIIa inh 1536
O=C(/C=C/c1ccncc1)c1ccc(NC(=O)c2ccccc2F)cc1,106*,-2,-13,0,3
Cc1ccc(C)c(-c2csc(N)c2C(=O)OC(C)C)c1,80*,0,8,-1,10

Additional results
SMILES | PPC-1+TRAIL kill | CHOP inh | FXIa inh 1536 | Tb hexokinase | Wee1 stabilizer | L929 necroptosis | TNF necrop inh | EP2 antag | FXIIa inh 1536
Cc1ccc(CN2C(=O)CCC2C(=O)N2CCN(c3ccc(F)cc3)CC2)cc1 (stereo not given) | 7 | 12 | -9 | -3 | -1 | 0.5 | -0.7 | 18 | 12
Cc1ccc(C(=O)OCC(=O)Nc2ccccc2N2CCOCC2)cc1 | 0 | -18 | 4 | 4 | -1 | 0.0 | -1.2 | 5 | 10
Cc1nc(N)sc1C(=O)Nc1ccccc1 | 14 | 5 | -1 | -5 | -5 | 0.1 | -2.1 | 5 | 17
Brc1c(NC2=NCCN2)ccc2nccnc12 | 3 | 1&-15 | -4 | -11 | -1 | 1.2 | 1.4 | 17 | 5
Cc1cc(C)c(C#N)c(=N)o1 | 15 | 17 | 6 | 7 | 3 | 0.5 | -0.5 | . | 13

Screens (PubChem BioAssay)
